Compound activity as filed in PubChem BioAssay.
JMJD2A Tudor inh: JMJD2A Tudor domain (human) inhibition | O75164 | 390,000 compounds, 4.4% hits | Potency, µM (doses to about 114 µM), for inactives: at the top dose activity change, negative = inhibition, hits mostly inhibitors | AlphaScreen JMJD2A-Tudor / H3K4me3 peptide binding; also: % is scaled to controls: 0 for no effect and ±100 for the full control effect; nearly all actives have a fitted effect of over 50% in size
GLS inhibitor: blocks human kidney-isoform glutaminase activity. Potency, µM (highest dose often 45.5 µM), without a hit: at the highest dose activity change, negative = inhibition, most hits filed as inhibitors. 410,000 compounds, 0.21% hits. O94925. AID 624170. GLS enzymatic activity, qHTS titration; also: % is scaled to controls: 0 for no effect and ±100 for the full control effect
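Two-point fluorescence kinetic (t0, 30 min RT) for hKGA; glutamate detected via glutamate oxidase–HRP–Amplex Red. Substrate: 1 mM L-glutamine solution; buffer 45 mM KH2PO4, pH 8.2.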
Tb PGK inh: blocks T. brucei phosphoglycerate kinase. PGK/GAPDH coupled, Kinase-Glo luminescence, 60 min. 380,000 compounds, 0.043% hits. AID 602233. P07378. Potency, µM (titrated, usually from 57.5 µM), inactives show top-dose activity change, negative = inhibition, most hits filed as inhibitors; also: % is scaled to controls: 0 for no effect and ±100 for the full control effect; nearly all actives have a fitted effect of over 60% in size
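Luminescent ATP detection (Kinase-Glo Plus) follows a 60-minute room-temperature incubation, with wells lacking PGK as controls. Buffer: 100 mM TEA (pH 7.6), 5 mM MgCl2, 0.01% Tween-20. Coupling enzyme GAPDH (100 nM final) supplies unstable 1,3-BPG in-well.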
ALOX12 inh: blocks human arachidonate 12S-lipoxygenase; purified 12hLO, xylenol orange hydroperoxide absorbance; Potency, µM (doses to about 108 µM), inactives show at the highest dose activity change, negative = inhibition, usual class: inhibitors; 580,000 compounds, 1.1% hits; AID 1671190; also: % is scaled to controls: 0 for no effect and ±100 for the full control effect
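Purified human 12hLO at 150 nM in 25 mM Hepes, 0.01% Triton X-100, pH 7.0, preincubated 15 min at room temperature with compound. Reaction started with 40 uM arachidonic acid, 30 min at room temperature. Hydroperoxide measured by Fe-xylenol orange, 573/405 nm absorbance ratio.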
TrxR1 inh: blocks rat thioredoxin reductase 1 | O89049 | recombinant rTrxR1, NADPH fluorescence consumption, selenite substrate | Potency, µM (highest dose often 114 µM), for the others: at the highest dose activity change, negative = inhibition, usual class: inhibitors | 390,000 compounds, 1% hits | AID 588453; also: % is scaled to controls: 0 for no effect and ±100 for the full control effect; nearly all actives have a fitted effect of over 65% in size
Target sequence (O89049 whole entry, looked up): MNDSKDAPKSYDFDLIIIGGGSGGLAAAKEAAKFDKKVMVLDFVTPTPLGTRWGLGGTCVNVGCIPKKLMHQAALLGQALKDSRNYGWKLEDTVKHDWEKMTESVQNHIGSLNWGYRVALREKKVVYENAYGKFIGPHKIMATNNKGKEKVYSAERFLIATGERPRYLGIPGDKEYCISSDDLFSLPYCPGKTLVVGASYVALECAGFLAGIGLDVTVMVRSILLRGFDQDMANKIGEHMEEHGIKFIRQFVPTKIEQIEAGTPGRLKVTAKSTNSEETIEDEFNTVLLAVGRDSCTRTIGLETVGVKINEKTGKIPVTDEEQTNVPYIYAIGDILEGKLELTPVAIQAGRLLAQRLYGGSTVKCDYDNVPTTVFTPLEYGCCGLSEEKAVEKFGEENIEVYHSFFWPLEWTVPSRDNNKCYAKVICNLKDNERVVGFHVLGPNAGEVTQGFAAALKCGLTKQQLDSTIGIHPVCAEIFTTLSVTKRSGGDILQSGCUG
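Rat TrxR1 (90 nM in the dispensed reagent) was pre-reduced with 400 uM NADPH for 5 min at room temperature, then incubated with compound for 15 min. After 400 uM selenite was added, NADPH fluorescence (Ex 340/Em 450 nm) was followed for 8 min.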
RGS4 inhibitor: human RGS4 inhibition; P49798; Transcreener GDP fluorescence polarization, RGS4-accelerated GTP hydrolysis; Potency, µM (top dose mostly 114 µM), for inactives: top-dose activity change, negative = inhibition, usual class: inhibitors; 390,000 compounds, 0.039% hits; AID 504845; also: % is scaled to controls: 0 for no effect and ±100 for the full control effect; nearly all actives have a fitted effect of over 75% in size; some results filed as inactive show a strong effect at the top dose
Target sequence (P49798 whole entry, looked up): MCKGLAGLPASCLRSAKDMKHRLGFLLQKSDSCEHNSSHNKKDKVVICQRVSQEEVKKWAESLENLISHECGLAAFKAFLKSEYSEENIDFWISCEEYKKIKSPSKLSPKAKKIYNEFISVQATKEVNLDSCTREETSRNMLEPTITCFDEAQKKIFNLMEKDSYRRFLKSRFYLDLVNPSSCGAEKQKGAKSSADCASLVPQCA
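MLSMR compounds (23 nl, pin-transferred) preincubated 10 min at room temperature with a 500nM (2x) first reagent, then RGS4 at 900nM (2x) plus Transcreener GDP mix added; fluorescence polarization (620/688 nm) read before and after 90 min at 30 °C.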
ERG-DNA inh: blocks human ERG Ets domain binding to DNA; fluorescence polarization, His-ERG Ets domain / labelled DNA; Potency, µM (doses to about 76.9 µM), without a hit: top-dose FP activity, negative = inhibition, most hits filed as inhibitors; P11308; AID 624246; 370,000 compounds, 0.028% hits; active = well fitted inhibition curve with a large enough effect in the polarisation, with a control signal flat; inconclusive = small, poorly fitted or top-dose-only effect, or effect the other way, or a change in a side signal; inactive = no such curve, though single readings can be large or run the other way; the % refers to the polarisation;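 also: polarization taken with two DNA probes labelled with fluorescein and Texas red; % of control where 0% means no effect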
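His-tagged ERG Ets domain (1 uM in the protein solution; 300mM KCl, 50mM Tris-HCl, 1mM EDTA, 1mM DTT, pH 7.5) received compound, then a probe mix of 5 nM fluorescein-DNA and 100nM Texas-615-DNA. Fluorescence polarization was read for both dyes.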
HP1b binding inh: inhibitors of HP1-beta chromodomain binding to methylated histone tails. AlphaScreen HP1-beta / biotin-H3K9me3 peptide binding. Potency, µM (top dose mostly 114 µM), inactives show at the top dose activity change, negative = inhibition, most hits filed as inhibitors. AID 540317. 390,000 compounds, 0.56% hits. P83916; also: nearly all actives have a fitted effect of over 70% in size; inactives centre near 23
Target sequence (P83916 whole entry, looked up): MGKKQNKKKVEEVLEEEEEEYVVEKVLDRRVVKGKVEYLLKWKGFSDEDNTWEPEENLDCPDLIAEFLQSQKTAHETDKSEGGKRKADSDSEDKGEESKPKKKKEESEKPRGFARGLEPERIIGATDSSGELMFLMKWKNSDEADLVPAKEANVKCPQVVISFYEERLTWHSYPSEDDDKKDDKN
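HP1-beta protein (50 nM final) preincubated 30 min at room temperature with biotinylated H3(1-18)K9me3 peptide (50 nM) in PBS pH 7.4, 0.01% Tween-20, then compound added for 30 min. AlphaScreen streptavidin donor/nickel chelate acceptor beads (10 ug/mL final), 30 min dark, luminescence read.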
Pin1 inhibitor: inhibitors of human Pin1; Pin1 FP peptide displacement, HiFluor488, 10 min; 390,000 compounds, 0.009% hits; Potency, µM (top dose mostly 115 µM), without a hit: at the highest dose activity, negative = inhibition, most hits filed as inhibitors; AID 504891; active = well fitted inhibition curve with a large enough effect in the polarisation, with a control signal flat, not every such curve was filed as active; inconclusive = small, poorly fitted or top-dose-only effect, or effect the other way, or a change in a side signal; inactive = no such curve, though single readings can be large or run the other way; the % refers to the polarisation; also: % is scaled to controls: 0 for no effect and ±100 for the full control effect
Target sequence (Q13526 whole entry, looked up): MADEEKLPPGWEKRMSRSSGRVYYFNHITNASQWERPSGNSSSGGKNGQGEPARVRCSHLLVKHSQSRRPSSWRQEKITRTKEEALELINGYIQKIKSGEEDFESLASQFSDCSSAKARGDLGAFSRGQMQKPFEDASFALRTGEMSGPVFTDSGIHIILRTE
The depositor's hits bear a star; i = inactive; ? = inconclusive; . = no result given; & = joins results of further samples; [ ] = another dose, or the depositor's remark. Unless noted, calls follow the shape of the dose curve; as a rule, active = well fitted curve in the direction sought with a large enough effect; inconclusive = small, poorly fitted or top-dose-only effect, or another doubt; inactive = no such curve, though single readings can be large; an effect the other way counts as inactive or inconclusive. Potency is read from the fitted curve at half-maximal effect. Not all compounds are listed, so the mix of outcomes need not match the whole.

SMILES	JMJD2A Tudor inh	GLS inhibitor	Tb PGK inh	ALOX12 inh	TrxR1 inh	RGS4 inhibitor	ERG-DNA inh	HP1b binding inh	Pin1 inhibitor
COc1ccc(N(CC(=O)Nc2ccccc2C(=O)NCc2ccco2)S(C)(=O)=O)cc1	-13%	-1%	-1%	-7%	6%	-11%	14%	26%	1%
CCN(CC)C(=O)CSc1cn(CC(=O)N2CCCCCC2)c2ccccc12	-16%	-6%	i	-4%	14%	10%	3%	21%	-5%
CC[C@@H]1C=C(C(=O)O)[C@H](c2ccc(F)cc2)N1S(=O)(=O)c1ccc(C)cc1	-6%	0%	2%	-1%	4%	0%	-4%	23%	1%
Cc1cccc(NC(NC(=O)c2cccnc2)C(Cl)(Cl)Cl)c1 (stereo unspecified)	-12%	2%	2%	4%	2%	-10%	1%	19%	0%
CC1CCC(CN2C(Nc3ccccc3)=NC[C@@H]2Cc2ccccc2)CC1 (stereo partly specified)	-14%	3%	0%	-2%	-4%	-5%	0%	51%[activator]	-1%
CCOC(=O)C1CCCN(CCC(=O)Nc2ccc3c(c2)CCC3)C1 (stereo unspecified)	-10%	4%	-5%[11.5 µM]	-15%	18%	-7%	.	25%	6%
COCCCNC(=O)C1c2ccccc2Oc2ccccc21	-3%	-4%	-3%	40%[activator]	-3%	?	2%	27%	-1%
CCc1ccc2c(c1)NC(c1ccc(C)cc1)=NC(c1cccs1)=N2	45µM*	5%	-6%	7%	11%	2%	1%	?	-3%
Cc1cn(CC(=O)NCc2ccc3c(c2)OCO3)c(=O)[nH]c1=O	-13%	-1%	-5%	-4%	13%	2%	-14%	24%	-7%
O=C(COc1ccc(F)cc1Br)NCC1COc2ccccc2O1 (stereo unspecified)	2%	4%	-7%	92%[activator]	27%	19%	2%	35%[activator]	5%
CC(OC(=O)Cc1n[nH]c(=O)c2ccccc12)C(=O)Nc1ccc(F)cc1Cl (stereo unspecified)	-8%	-5%	i	17%	15%	4%	-4%	23%	0%
Nc1nc(SCC(=O)c2ccc(Cl)cc2)c2ncn(C3OC(CO)C(O)C3O)c2n1 (stereo unspecified)	?	?	5%	?	9%[57.1 µM]	-5%	0%	25%	-3%
COc1ccc(C2CC(c3ccc(Cl)cc3)=NN2C(=O)c2cccc([N+](=O)[O-])c2)cc1 (stereo unspecified)	-28%	21%	-3%	-20%	19%[57.1 µM]	-1%	0%	-4%	-3%
COC(=O)c1ccc(OCC(O)CN2C(=O)c3ccccc3S2(=O)=O)cc1 (stereo unspecified)	-24%	0%	-5%	?	12%	-9%	11%	50%[activator]	1%
Cc1ccc(CNC(=O)Cc2coc3cc(C)cc(C)c23)cc1	-10%	5%	i	2%	12%	14%	6%	56%[activator]	10%
C[C@]12CC(O)C3C(CCC4=CC(=O)CC[C@@]43C)C1CCC2c1csc(-c2ccccc2)n1 (stereo partly specified)	-12%	-2%	-3%	?	3%[57.1 µM]	2%	16%	23%	1%
CC1CC(C)(C)CC(=O)C1C(=O)c1ccccc1 (stereo unspecified)	1%	3%	-6%	-8%	9%	9%	-2%	56%[activator]	6%
Cc1nc(NC(=O)c2cc3ccccc3o2)ccc1Br	-8%	3%	2%	3%	-15%	21%	2%	18%	-5%
Cc1ccc(Cl)cc1NC(=O)Cn1c(=O)c2ccccc2n2nncc12	-15%	-6%	-6%	-14%	4%	-4%	5%	39%[activator]	4%
Cc1cccc(N2CCN(C(=O)CN3C(=O)COc4ccc(S(=O)(=O)N5CCCC5)cc43)CC2)c1C	-14%	-12%	-9%	0%	-11%	8%	3%	41%[activator]	3%
COc1ccc(C2=NN(c3nc(C(=O)O)cs3)C(O)(C(F)(F)F)C2)c(OC)c1 (stereo unspecified)	1%	-10%	-4%	2%	2%[57.1 µM]	-40%	7%	73%[activator]	-9%
CCCSc1ncc(Cl)c(C(=O)Nc2sc3c(c2C(=O)NCC)CCCC3)n1	-15%	2%	.	-1%	-6%&11%	2%	4%	14%	7%
O=[N+]([O-])c1ccc(Nc2nc(NC3CCCCC3)nc(N3CCCC3)n2)cc1	?	-7%	-9%	?	-2%	-38%	11%	-4%	4%
CCOC(=O)CSc1nc(-c2ccccc2)cc(C(F)(F)F)c1C#N	11%	-2%	-2%	-25%	35%	-9%	1%	36%[activator]	?

Rewritten field by field: entries from further up.
Cc1nc(NC(=O)c2cc3ccccc3o2)ccc1Br
  JMJD2A Tudor inh: -8% | GLS inhibitor: 3% | Tb PGK inh: 2% | ALOX12 inh: 3% | TrxR1 inh: -15% | RGS4 inhibitor: 21% | ERG-DNA inh: 2% | HP1b binding inh: 18% | Pin1 inhibitor: -5%

Cc1ccc(Cl)cc1NC(=O)Cn1c(=O)c2ccccc2n2nncc12
  JMJD2A Tudor inh: -15% | GLS inhibitor: -6% | Tb PGK inh: -6% | ALOX12 inh: -14% | TrxR1 inh: 4% | RGS4 inhibitor: -4% | ERG-DNA inh: 5% | HP1b binding inh: 39%[activator] | Pin1 inhibitor: 4%

Going on with the list.
SMILES	JMJD2A Tudor inh	GLS inhibitor	Tb PGK inh	ALOX12 inh	TrxR1 inh	RGS4 inhibitor	ERG-DNA inh	HP1b binding inh	Pin1 inhibitor
COC(=O)C1=CN(c2cccc(C)c2)C=C(C(=O)OC)C1c1cc(OC)c(O)c([N+](=O)[O-])c1	45µM*	45%[activator]	-9%	?	5%	-21%	-4%	?	-8%
CCOc1ccccc1C(=O)N(C)CC(=O)Nc1ccc(OC)cc1	-11%	-4%	1%	0%	10%[57.1 µM]	20%	11%	14%	-16%
CCOC(=O)Nc1ccc2c(c1)N(C(=O)CCN(C)C)c1ccccc1CC2	-13%	5%	-1%	0%	-15%	10%	6%	9%	1%
COC(=O)C1=C(C)NC(C)=C(C(=O)OC)C1c1ccc(NC(C)=O)cc1	-12%	-1%	.	-14%	-1%	8%	.	34%	-1%
O=C(CCCc1ccccc1)Nc1cccc2c1CCCC2	-13%	-5%	-1%	-2%	7%[57.1 µM]	5%	-2%	31%	-2%
Cc1cccc(Cn2cnc3c(N)c(C)c(C)cc32)c1	?	-2%	-2%	-20%	33%	-10%	-5%	-30%	1%
CCCn1c(N)c(N(CCOC)C(=O)c2ccc([N+](=O)[O-])cc2Cl)c(=O)[nH]c1=O	-9%	-7%	-1%	-2%	18%[57.1 µM]	3%	2%	4%	-8%
COc1ccccc1C/C(N)=N/OC(=O)/C=C/c1ccccc1	8%	-4%	18%	2%	-2%[57.1 µM]	2%	3%	41%[activator]	-8%
COc1cc(C2CC(=O)c3cnc(N4CCN(CCO)CC4)nc3C2)cc(OC)c1OC (stereo unspecified)	-13%	6%	1%	-10%	-1%	12%	5%	32%	-11%
COc1ccc(-c2cc(C3C4C=CCC(C)C4C(=O)N3Cc3ccccc3)ccc2F)cc1 (stereo unspecified)	-16%	.	.	.	13%	8%	.	13%	6%
CN(C)c1cccc(C(=O)NC2CCCCCC2)c1	?	33%[activator]	-5%	?	8%[57.1 µM]	-35%	-6%	11%	-5%
CC(=O)NC1=NN(C(C)=O)C(C)(CS(=O)(=O)c2ccc(C)c(C)c2)S1 (stereo unspecified)	-1%	10%	3%	2%	8%	-1%	.	17%	2%
CC(=O)c1ccc(N2CCN(c3ncnc4c3cnn4-c3cc(Cl)ccc3C)CC2)cc1	-15%	-21%	-4%	-12%	-9%[57.1 µM]	19%	1%	16%	31%[activator]
CN(C)CCOC(=O)C12CC3CC(CC(C3)C1)C2	-8%	0%	-8%	0%	13%[57.1 µM]	-18%	-10%	24%	8%
O=S(=O)(Nc1cc(S(=O)(=O)N2CCOCC2)ccc1NCC1CCCO1)c1ccccc1 (stereo unspecified)	-18%	42%[activator]	-1%	11%	9%	-23%	-2%	19%	-3%
CC(C)(C)c1ccc(C(=O)N2CCN(C(=O)c3ccco3)CC2)cc1	-12%	5%	3%	0%	-6%	4%	1%	25%	-7%
Cc1cc(C)cc(NC(=O)NC(C)C2CCCO2)c1 (stereo unspecified)	-4%	0%	-5%	-2%	13%[57.1 µM]	7%	1%	12%	4%
CC(=O)Nc1ccc(C(=O)OCc2ccc(Br)cc2)cc1	-11%	16%	-5%	-20%	-6%	1%	-12%	14%	5%
C=CCn1nc(-c2ccccc2)cc1C(=O)OCC	-9%	7%	-3%	3%	8%[57.1 µM]	14%	8%	15%	3%
COc1ccc(N2CCN(C(=O)CN3C(=O)NC(C)(c4ccc5ccccc5c4)C3=O)CC2)cc1 (stereo unspecified)	?	36%[activator]	0%	373%[activator]	23%	3%	.	-35%	0%
COc1ccc(N2C(=O)CC(N3CCN(S(=O)(=O)c4c(C)cc(C)cc4C)CC3)C2=O)cc1 (stereo unspecified)	-17%	0%	-6%	-18%	0%	-47%	12%	28%	0%
Cc1ccc(Nc2nnc(-c3ccc(C)c(S(=O)(=O)N4CCOCC4)c3)c3ccccc23)c(C)c1	-21%	0%	i	7%	11%	8%	-4%	14%	?
COc1ccc(OC)c(NC(=O)C2CCCN(S(=O)(=O)c3cccc4nsnc34)C2)c1 (stereo unspecified)	-32%[11.4 µM]	?	0%	0%[57.4 µM]	0%	-33%[11.4 µM]	6%	?	-1%
O=C(Nc1nnc(-c2cccs2)o1)c1cccc(Oc2ccccc2)c1	?	3%	-3%	-12%	1%	6%	-2%	38%	0%
